# H37Rv inhibition: M. tuberculosis growth inhibition, HTS (AID 449762). 330,000 tested, 0.59% active. M. tuberculosis H37Rv growth inhibition, 7H9 media; higher % means a stronger effect. one-dose inhibition, % at 25 µM; IC50 in µM for titrated hits; in the data active = a potency from the dose series; inconclusive = inhibition above about 70% without an active follow-up result;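 note: bacterial growth assessed after seven days of incubation; strong numbers were not always called active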
# influenza NS1A: NS1A inhibition, H1N1 influenza, cell based functional assay (AID 504329); NS1A functional cell-based assay, percent inhibition; higher % means a stronger effect; inhibition, % at 12.5 µM; hits with a dose series show IC50 in µM; 340,000 tested, 0.3% active; in the data active = a potency from the dose series; inconclusive = inhibition above about 27% without an active follow-up result; note: strong numbers were not always called active
# VEEV TC-83 Vero: inhibitors of VEEV TC-83 cytopathic effect, confirmation, Vero cells (AID 588727); inhibition, % at 20 µM; hits with a dose series show IC50 in µM; Vero cells, VEEV TC-83 cytopathic effect inhibition; higher % means a stronger effect; 350,000 tested, 0.13% active; in the data active = a potency from the dose series; inconclusive = inhibition mostly from about 14% at the one dose, without a potency; inactive = the rest, 99 in 100 with inhibition below about 12%; note: strong numbers were not always called active
# PhoP GFP inhibition: PhoP regulon inhibitors, Salmonella typhi PhoP promoter GFP reporter, confirmatory (AID 1850) | 310,000 tested, 0.33% active | Salmonella Typhi PhoP-promoter GFP reporter, fluorescence, 4 h; higher % means a stronger effect | inhibition, % at 50 µM; hits with a dose series show IC50 in µM; in the data active = a potency from the dose series; inconclusive = inhibition mostly from about 25% at the one dose, without a potency; inactive = the rest, 99 in 100 with inhibition below about 19%;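 note: 0% = induced wells with vehicle and 100% = uninduced wells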
# tuberculosis growth: growth inhibition of non-replicating M. tuberculosis (AID 488890). inhibition, % at 25 µM, or IC50 in µM where a hit was titrated. 320,000 tested, 0.39% active. Mycobacterium tuberculosis non-replicating, growth inhibition; higher % means a stronger effect; in the data active = a potency from the dose series; inconclusive = inhibition mostly from about 82% at the one dose, without a potency; inactive = the rest, 99 in 100 with inhibition below about 76%;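 note: plate controls were DMSO cells for no effect and high antibiotic wells for full effect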
# VEEV TC-83 Vero 10K pilot screen: further read-out of VEEV TC-83 Vero, marked with its call; inhibition, %; measured here: 10K pilot screen inhibition
# An asterisk follows results filed as active; i = inactive; ? = inconclusive; . = no result given.
# Sample of the layout, three compounds:
SMILES,H37Rv inhibition,influenza NS1A,VEEV TC-83 Vero,PhoP GFP inhibition,tuberculosis growth,others
O=C(c1cc(C(=O)N2CCCC2)cc([N+](=O)[O-])c1)N1CCCC1,-2.1%,1.6%,i,-10.0%,4.7%,
Cc1ccccc1Nc1ncccc1C(=O)N1CCOCC1,-0.6%,0.1%,0.8%,-0.2%,-0.1%,
CCN(CC)C(=O)C1=C(C)NC(=O)NC1c1ccccc1F (centres undefined),1.1%,.,.,-5.4%,8.9%,

# Main list, from the first entry:
SMILES,H37Rv inhibition,influenza NS1A,VEEV TC-83 Vero,PhoP GFP inhibition,tuberculosis growth,others
O=C(c1cc(C(=O)N2CCCC2)cc([N+](=O)[O-])c1)N1CCCC1,-2.1%,1.6%,i,-10.0%,4.7%,
Cc1ccccc1Nc1ncccc1C(=O)N1CCOCC1,-0.6%,0.1%,0.8%,-0.2%,-0.1%,
CCN(CC)C(=O)C1=C(C)NC(=O)NC1c1ccccc1F (centres undefined),1.1%,.,.,-5.4%,8.9%,
CCCC(C(=O)NC1CCCCC1)N(CC1CCCO1)C(=O)CNS(=O)(=O)c1ccc(F)cc1 (centres undefined),12.1%,-4.6%,1.4%,5.5%,40.9%,
CC(C)CCn1c(NCCc2ccccc2)nc2c1c(=O)n(C)c(=O)n2C,-3.3%,9.3%,8.5%,-8.3%,.,
Cc1c(C(=O)Nc2nnc(C3CC3)s2)oc2ccccc12,4.4%,-5.5%,4.3%,.,17.2%,
CCC1(c2ccc(F)cc2)NC(=O)N(CC(=O)Nc2cccc(S(=O)(=O)N3CCCC3)c2)C1=O (centres undefined),.,-0.8%,8.6%,.,.,
c1ccc(CN2CCN(Cc3c[nH]c4ccccc34)CC2)cc1,3.1%,1.3%,i,2.0%,-2.8%,
Cc1ccc(S(=O)(=O)CCC(=O)N2CCN(c3ccccc3O)CC2)cc1,-8.1%,8.4%,2.7%,.,-3.0%,
COc1ccc(/C=N/N=C/c2ccc(OC)c(OC)c2)cc1OC,-2.3%,-7.7%,5.7%,-14.2%,2.6%,
COc1ccc(Cl)cc1S(=O)(=O)NCc1cccnc1,-5.2%,-3.2%,i,-7.3%,5.6%,
CC(=O)Nc1ccc(NC(=O)COC(=O)[C@@H]2CCCN2C(=O)c2cccs2)cc1,2.7%,6.0%,1.4%,.,-1.0%,
CCc1c(C)sc(NC(=O)c2ccoc2C)c1C(N)=O,5.8%,-3.0%,5.3%,-16.5%,?,
CC(C)Cn1c(SCC(=O)c2c(N)n(C)c(=O)n(C)c2=O)nc2ccccc21,10.1%,0.9%,1.4%,-10.5%,12.5%,
O=C(CNC(=O)c1ccccc1)Nc1ccc(Br)cc1C(=O)c1ccccc1,17.7%,-3.5%,5.5%,3.5%,16.1%,
CC1OC(C)(C)OC1C1CNc2nc(NC(=O)C(C)(C)C)[nH]c(=O)c2N1C(=O)c1cccnc1 (centres undefined),-9.4%,-3.9%,0.8%,-2.2%,-0.6%,
Cc1ccc(C(=O)N[C@H](C(=O)Nc2sccc2C(N)=O)C(C)C)cc1,6.9%,-2.5%,0.1%,-10.0%,4.3%,
Cc1onc(-c2ccccc2)c1C(=O)N/N=C/c1cc2c(cc1Cl)OCO2,14.3%,-8.4%,2.1%,-8.8%,8.1%,
CC(=O)OC1N=C(c2ccccc2)c2cc(Br)ccc2N(C)C1=O (centres undefined),0.3%,-2.0%,4.4%,-0.3%,18.6%,
O=C(Oc1ccccc1Cl)c1ccccc1,.,1.7%,3.6%,.,.,
Brc1ccc(-c2csc(Nc3nc(-c4ccc(Br)cc4)cs3)n2)cc1,8.5%,7.4%,i,-1.0%,12.3%,
CC(NS(=O)(=O)c1ccc(N)cc1)C1CC2CCC1C2 (centres undefined),-3.8%,2.2%,1.3%,10.9%,-2.5%,
C[C@@H]1CN([C@H](C)CO)C(=O)c2cc(NS(=O)(=O)c3cn(C)cn3)ccc2O[C@H]1CN(C)C(=O)Nc1ccccc1,3.3%,-14.2%,1.9%,.,-5.8%,
O=C(C[C@@H]1C/C=C\C[C@H](Cc2ccc(F)cc2)C(=O)OC[C@H]2CCCN2C1=O)N[C@H](CO)Cc1ccccc1,-2.2%,-15.7%,6.6%,.,22.8%,
O=C(Nc1ccnc(-c2ccncc2)n1)c1ccc(Cl)cc1,11.3%,-4.5%,2.5%,-5.1%,3.2%,
CN(C)C(=O)COC(=O)/C=C/c1ccccc1[N+](=O)[O-],8.3%,1.0%,1.5%,24.3%,11.0%,
COCCNC(=O)[C@@H]1CSC2c3ccccc3C(=O)N21 (some centres undefined),2.6%,-28.1%,0.2%,10.0%,-11.0%,
CC1(C)Cc2nc3sc4c(N5CCCC5)nnnc4c3cc2CO1,4.6%,.,.,1.0%,-4.4%,
COc1ccc(Cn2c(O)c(C=Nc3ccccc3)c3ccccc3c2=O)cc1,10.6%,-5.6%,0.3%,-7.0%,13.9%,
Cc1ccc(-c2ccc(=O)n(Cc3ccc(F)cc3Cl)n2)cc1,10.0%,-3.5%,i,6.4%,17.8%,
O=C(/C=C/c1ccccc1)N(Cc1cccc(Cl)c1)C1CCS(=O)(=O)C1 (centres undefined),-5.6%,3.1%,0.4%,4.6%,9.8%,
COc1ccc(/C=N/n2cnc3c(sc(=S)n3-c3ccccc3)c2=O)cc1,-3.9%,-2.1%,1.0%,4.0%,-6.6%,
Cc1cc(C(=O)NCc2cccnc2)no1,-9.0%,-0.8%,0.2%,-8.6%,-3.4%,
COc1cccc(-n2c(SC)nnc2-c2cnccn2)c1,2.9%,-0.1%,2.8%,-11.2%,22.9%,VEEV TC-83 Vero 10K pilot screen=0.8
CCN(CC)CCOc1nc(C)nc2c1oc1ccccc12,-12.2%,5.2%,i,3.2%,-5.1%,
C=CCN1C(=O)C(CC(=O)Nc2ccc(OCC)cc2)N(Cc2ccccn2)C1=S (centres undefined),-3.2%,-6.0%,0.8%,2.8%,42.8%,
CC(=O)[C@@H]1[C@@H]2C(=O)N(c3ccc(F)c(Cl)c3)C(=O)[C@@H]2C2c3ccccc3C=CN21 (some centres undefined),-1.7%,.,.,-7.4%,10.9%,
Cc1ccc2cc(C=O)c(Cl)nc2c1,-1.1%,-4.6%,1.2%,0.8%,6.4%,
CCOC(=O)c1ccc(NC(=O)c2ccccc2C)cc1,41.3%,7.8%,2.0%,-3.8%,12.3%,
Cc1cccc(-n2c(C)n[nH]c2=S)c1C,-2.0%,5.2%,4.3%,5.9%,.,
COc1ccc(C(=O)NC2CCN(C(=S)NCc3ccco3)CC2)cc1,2.0%,3.1%,0.8%,9.6%,13.9%,
Cc1nn(-c2ccccc2)c(Cl)c1/C=C(/CC(=O)O)c1nc2ccccc2s1,.,-2.9%,3.9%,.,.,
O=C(Cn1c(=O)cnc2ccccc21)NNC(=O)c1ccc(Cl)cc1,-0.7%,-5.8%,2.2%,.,-24.7%,
Cc1c(C)n(C)c2ccc(C(=O)NCCc3ccco3)cc12,1.1%,14.5%,2.0%,-0.1%,15.6%,
CCOC(=O)C(NC(C)=O)(Nc1ccc(S(=O)(=O)Nc2ccncn2)cc1)C(F)(F)F (centres undefined),-4.1%,4.0%,i,5.7%,46.1%,
COC(CN(C)C(=O)C1CCC(CNS(=O)(=O)c2ccccc2)CC1)OC (centres undefined),-2.0%,-13.8%,0.2%,-4.4%,-9.0%,
Cc1c(O)ccc2c(-c3ccccc3)cc(=O)oc12,-8.1%,-3.1%,11.7%,-4.7%,-9.9%,
COc1ccc(-n2c(=O)c3ccccc3n(CC(=O)NC3CCCC3)c2=O)cc1,-2.9%,-17.0%,1.1%,-1.8%,7.2%,
Cc1cc(=O)[nH]c(SCC(=O)Nc2ccc(F)c([N+](=O)[O-])c2)n1,-8.2%,-7.5%,0.2%,-7.0%,-10.3%,
COC(=O)[C@@]12CCCN1[C@H](c1ccc(-c3cccc(Cl)c3)c(OC)c1)[C@H]1C(=O)N(C)C(=O)[C@H]12,4.1%,2.9%,3.3%,8.8%,10.4%,
CC(=O)N1CCN(c2ccc(NC(=S)NC(=O)COc3ccc(C(C)(C)C)cc3)cc2)CC1,-8.6%,-4.4%,2.5%,-6.9%,61.0%,
Cc1ccc(/C=N/OC(=O)c2c(C)noc2-c2snnc2C)cc1,9.8%,-6.6%,1.5%,1.2%,69.2%,
O=c1c(-c2ccc3c(c2)OCCO3)c(C(F)(F)F)oc2cc(O)cc(O)c12,-24.4%,0.9%,i,-7.8%,25.3%,
Cc1cc(N2CCCC2=O)cc(C)c1S(=O)(=O)NCCOc1ccc(C(C)(C)C)cc1,-1.1%,12.5%,2.7%,-2.4%,16.9%,
COCCNC(=O)/C(C#N)=C/c1c(N2CCN(c3ccc(OC)cc3)CC2)nc2c(C)cccn2c1=O,-1.3%,9.9%,8.5%,-9.5%,75.1%,
Cc1ccccc1NC(=O)c1c(F)c(F)c(F)c(F)c1F,-1.6%,17.1%,0.9%,-5.1%,-0.7%,
CCCC(C(=O)NC1CCCC1)N(C(=O)c1snc(C(N)=O)c1N)c1ccc(OCC)cc1 (centres undefined),0.6%,-3.0%,0.4%,-2.0%,35.4%,
CCCCNC(=O)CSc1nc(COc2ccccc2)nc2ccccc12,10.0%,-2.5%,0.6%,-1.5%,23.2%,
Nc1ccccc1Nc1ccccc1,?,18.3%,1.0%,-7.8%,1.81µM*,
CCOc1ccc(S(=O)(=O)N(CC)CC(=O)N2CCCC2)cc1,4.7%,-3.2%,i,4.3%,-0.3%,

# Retrieved by structure from the list above (3):
SMILES,H37Rv inhibition,influenza NS1A,VEEV TC-83 Vero,PhoP GFP inhibition,tuberculosis growth,others
Cc1ccccc1NC(=O)c1c(F)c(F)c(F)c(F)c1F,-1.6%,17.1%,0.9%,-5.1%,-0.7%,
CCCC(C(=O)NC1CCCC1)N(C(=O)c1snc(C(N)=O)c1N)c1ccc(OCC)cc1 (centres undefined),0.6%,-3.0%,0.4%,-2.0%,35.4%,
Cc1cc(N2CCCC2=O)cc(C)c1S(=O)(=O)NCCOc1ccc(C(C)(C)C)cc1,-1.1%,12.5%,2.7%,-2.4%,16.9%,

# Carrying on:
SMILES,H37Rv inhibition,influenza NS1A,VEEV TC-83 Vero,PhoP GFP inhibition,tuberculosis growth,others
CCOC(=O)NC(=O)CN1C(=O)NC2(CCc3ccccc32)C1=O (centres undefined),-2.1%,4.1%,0.5%,-12.3%,-2.7%,
O=C(CNS(=O)(=O)/C=C/c1ccccc1)OC1CCOC1=O (centres undefined),6.2%,-4.3%,0.1%,-8.0%,-3.4%,
O=C(C1=C[C@@H](c2ccc(Br)cc2)C[C@@H](OCCCCO)O1)N1CCN(Cc2ccccc2)CC1,18.5%,-0.6%,1.5%,10.2%,34.8%,
COc1ccccc1-c1nnc(SCCN2CCOCC2)n1-c1ccc(C)cc1,5.9%,2.6%,3.1%,-12.8%,0.9%,
CCN(CC)S(=O)(=O)c1ccc(N2CCOCC2)c(NC(=O)c2[nH]c(C)c(C(C)=O)c2C)c1,2.8%,-1.2%,8.0%,.,3.6%,
CSc1nc2sc3c(c2c2nnnn12)CCCC3,-1.5%,19.8%,i,-10.2%,7.0%,
CCOC(=O)c1sc(=NC(=O)c2ccccc2)n(C)c1C,-11.7%,-6.3%,1.1%,18.7%,24.5%,
C=CCn1c(C(C)(C)C)nc2ccccc21,4.8%,-7.4%,1.8%,-0.7%,2.3%,
Cc1ccc(S(=O)(=O)CCC(=O)OCc2nnc(-c3ccccc3Br)o2)cc1,-1.6%,1.2%,0.6%,.,32.4%,
COc1ccc(NC(=O)c2oc3cc(C)c(C)cc3c2C)c(OC)c1,3.5%,-0.2%,0.3%,-2.6%,-7.2%,
CC(C)CCn1nnnc1C(c1ccc(F)cc1)N1CCN(C(=O)c2ccco2)CC1 (centres undefined),-1.9%,3.4%,5.5%,-1.3%,40.9%,
CC(CCc1ccccc1)NC(=O)CSc1ccccc1 (centres undefined),-20.9%,-6.2%,0.2%,-1.0%,27.0%,
Cc1csc(SCC(=O)NC(C)c2ccc(F)cc2)n1 (centres undefined),8.3%,-7.6%,i,-8.3%,70.8%,
CCOC(=O)N1CCN(C(=O)C2CCN(S(=O)(=O)c3ccc(OC)cc3)CC2)CC1,0.4%,1.6%,1.9%,0.8%,-2.8%,
Cc1ccccc1NC(=O)c1ccccc1,-13.4%,0.1%,5.9%,-12.8%,2.4%,
CCc1c(C)nc2ncnn2c1N1CCCC(C(=O)NCCc2ccccc2)C1 (centres undefined),-4.0%,-2.2%,2.7%,5.8%,1.2%,

# Screening results as filed in PubChem BioAssay.
